Screens from PubChem.
NTR1 ag: NTR1-driven beta-arrestin-GFP spot formation – imaging, U2OS cells, high content, primary screen (AID 493036). hit rate 0.17% among 330,000. activation, % at 20 µM. agonist mode. P30989;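 active = activation at or above 40% of the spot to cytoplasm intensity ratio, with at least 20 cells analyzed; inconclusive = wells under 20 cells, flagged as cytotoxic or low count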;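 note: 0% = DMSO without peptide and 100% = 100 nM NTR1 peptide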
Target sequence (P30989 whole entry, looked up): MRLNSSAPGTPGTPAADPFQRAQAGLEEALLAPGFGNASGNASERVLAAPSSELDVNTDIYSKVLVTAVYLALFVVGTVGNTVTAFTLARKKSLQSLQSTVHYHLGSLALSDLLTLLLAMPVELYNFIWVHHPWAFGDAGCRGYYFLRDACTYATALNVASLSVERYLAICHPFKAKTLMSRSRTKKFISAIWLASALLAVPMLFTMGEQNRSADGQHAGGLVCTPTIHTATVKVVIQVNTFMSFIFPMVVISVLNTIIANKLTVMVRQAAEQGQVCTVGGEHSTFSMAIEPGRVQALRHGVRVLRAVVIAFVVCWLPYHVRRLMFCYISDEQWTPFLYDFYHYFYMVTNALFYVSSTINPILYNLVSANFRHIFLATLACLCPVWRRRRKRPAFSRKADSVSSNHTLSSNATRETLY
HEK293 NOD2/NF-kB: inhibition of NOD2-driven NF-kB reporter – cell-based, luminescence, uHTS, HEK293 (AID 1566) | HEK293 NOD2/NF-kB luciferase reporter, luminescence; higher % means a stronger effect | one-dose inhibition, % at 4 µM; EC50 in µM for titrated hits | hit rate 0.63% among 290,000; note: many of its hits are not listed in these tables
T cell HTS: T cell immune modulators affecting CD8 T cell-vesicle binding. 2C CD8+ T cell-vesicle binding, flow cytometry; hits give low values. AID 2052. hit rate 0.068% among 330,000. calls only at 7 µM;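 active = response, share of CD8 T cells binding vesicles, and their 90th percentile fluorescence all below set limits, cut at about 80% in these data, passing the limit was not always enough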
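Test system: purified 2C TCR transgenic mouse naive CD8+ T cells. Probe or stimulus: QL9-peptide-loaded Drosophila micro-vesicles bearing Ld, ICAM-1 and B7-1. Incubation: binding step 1.5 h, 37 °C, antibody labelling 20 min, ice. Measured by: flow cytometry of vesicle-bound cells.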
GPR55 LPI antagonism: GPR55 antagonists blocking LPI-driven arrestin recruitment, primary screen, imaging, U2OS, beta-arrestin-GFP, LPI agonist (AID 2013). U2OS GPR55 beta-arrestin-GFP translocation imaging, LPI antagonism; higher % means a stronger effect. one-dose inhibition, % at 10 µM; IC50 in µM for titrated hits. hit rate 0.13% among 290,000;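 active = spots per cell inhibited over 60%, with over 100 cells counted and total cytoplasm intensity under 500,000; inconclusive = wells with under 100 cells, flagged as likely toxic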;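 note: U2OS cells stably carrying GPR55 and arrestin-GFP stimulated by 5 µM LPI near EC80; imaged beta-arrestin-GFP aggregate spots per cell after agonist stimulation; plate controls were LPI-stimulated DMSO wells for no effect and DMSO wells without LPI for full effect; some results filed as inactive read as strong as hits; confirmed hits need IC50 under 10 µM and bright autofluorescent wells are also inconclusive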
KOR beta-arrestin-1: KOR agonists, beta-arrestin recruitment, primary screen, cell-based, luminescence, uHTS (AID 1777). KOR beta-arrestin recruitment, luminescence; higher % means a stronger effect. activation, % at 10 µM; hits with a dose series show EC50 in µM. hit rate 0.02% among 280,000; in the data active = activation above about 50%, passing the limit was not always enough; note: a part of the inactive calls stands beside numbers as strong as those of hits
GPR55 activation: selective activators of receptor GPR55 – imaging, U2OS cells, beta-arrestin-GFP redistribution, primary screen (AID 1961); hit rate 0.048% among 290,000; U2OS GPR55 beta-arrestin-GFP redistribution imaging; higher % means a stronger effect; one-dose activation, % at 10 µM; EC50 in µM for titrated hits;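 active = activation above 40% with more than 50 cells counted in the well; inconclusive = wells holding fewer than 50 cells, flagged as toxic or sparse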;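 note: U2OS osteosarcoma cells stably expressing GPR55 and beta-arrestin-GFP; plate controls were DMSO negative control for no effect and LPI positive control for full effect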
KOR beta-arrestin-2: kappa opioid receptor blockers – cell-based, luminescence, uHTS (AID 1778) | KOR beta-arrestin recruitment, luminescence, antagonist mode; higher % means a stronger effect | inhibition, % at 10 µM, or IC50 in µM where a hit was titrated | hit rate 0.091% among 290,000; note: strong numbers were not always called active
NOD1 NF-kB reporter: inhibition of NOD1-driven NF-kB reporter – cell-based, luminescence, uHTS, primary screen (AID 1578). NOD1-driven NF-kB luciferase reporter cells, luminescence; higher % means a stronger effect. one-dose inhibition, % at 4 µM; EC50 in µM for titrated hits. hit rate 1% among 290,000; in the data active = inhibition mostly above about 36%, no sharp cut-off; inactive = mostly below about 34%;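 note: HEK-293T reporter cells stimulated with the NOD1 agonist gamma-tri-DAP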
Myeloid diff MLP: compounds promoting myeloid differentiation | ER-HoxA9 myeloid progenitors, lysozyme-GFP differentiation, flow cytometry | calls only at 10 µM | hit rate 1% among 360,000;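 active = normalized GFP-positive differentiation at or above the plate's own cutoff, the solvent-only control mean plus 3 SD; inconclusive = no clear call, values can overlap the other calls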;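 note: cells exposed to compound for four days before flow analysis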
T cell HTS vesicle-bound %: recorded beside T cell HTS, whose call it bears; double positive events, %; measured here: CD8+ vesicle-bound cell fraction;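 binding gate set so that unloaded-vesicle control wells show 10% double positive cells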
NTR1 ag cell count 20 µM: also measured in NTR1 ag; calls as there; cell count; measured here: cell count, cytotoxicity flag
Myeloid diff MLP GFP+ MAC1+ %: second read-out of Myeloid diff MLP, no call of its own (marks repeat the call); GFP+ MAC1+ double positive, %; measured here: differentiation confirmed by MAC1 staining
* hit, by the source's call; i = inactive; ? = inconclusive; . = not tested or not shown; + = active, no number; [ ] = another dose, or the depositor's remark. Cut-off read from the data, not from the text of the source, unless noted: active = inhibition above about 50%; inactive = the rest. A portion of the library. The share of hits here may be higher or lower than overall.

SMILES	NTR1 ag	NTR1 ag cell count 20 µM	HEK293 NOD2/NF-kB	T cell HTS	T cell HTS vesicle-bound %	GPR55 LPI antagonism	KOR beta-arrestin-1	GPR55 activation	KOR beta-arrestin-2	NOD1 NF-kB reporter	Myeloid diff MLP	Myeloid diff MLP GFP+ MAC1+ %
CC(C)c1ccc(NC(=O)CSc2n[nH]c(=O)n2C2CC2)cc1	-0.6	56	14.4%	i	64.3	3.9%	-0.5%	0.4%	19.6%	-11.5%	i	0.7
Cc1c(CCO)c(=O)[nH]n1S(=O)(=O)c1cccc(C(F)(F)F)c1	0.3	82	-2.2%	i	22.2	14.8%	6.2%	-0.1%	0.0%	-24.4%	i	2.3
CCO[C@H]1OC(C(=O)Nc2ccccc2)=C[C@@H](c2coc3ccccc3c2=O)[C@@H]1CCCO	1.3	91	2.9%	i	43.1	17.3%	0.7%	-0.2%	1.3%	-12.9%	i	2.0
Cc1cc(OC(=O)c2ccccc2)c([N+](=O)[O-])c(=O)[nH]1	.	.	2.2%	.	.	-9.5%	2.6%	-0.4%	-22.5%	-31.8%	i	0.6
O=c1oc2cc(Oc3ccc(C(F)(F)F)cc3[N+](=O)[O-])ccc2c2c1CCCC2	0.0	49	18.0%	i	57.8	14.5%	-1.0%	0.1%	22.5%	31.3%	i	0.5
C/C(Cc1ccccc1)=N\NC(=O)CNC(=O)c1ccccc1O	-0.6	51	-3.6%	i	17.8	3.0%	-1.2%	-0.2%	-9.1%	-7.8%	i	0.8
Nc1nonc1-n1nnc(C(=O)N/N=C/c2ccc(OCc3ccccc3)cc2)c1CN1CCCCC1	4.5	66	17.8%	i	14.6	9.0%	-0.3%	-0.1%	4.5%	-38.0%	i	1.0
Cc1ccc(S(=O)(=O)NNC(=O)Cc2cccn2C)cc1	3.1	51	2.6%	i	41.9	-2.6%	1.7%	-0.5%	-5.5%	-37.6%	i	0.5
Cc1ccc(SCC(=O)NC(C)(C)C)cc1	-1.5	80	-27.4%	i	17.2	-1.2%	-4.9%	-0.4%	21.1%	-10.5%	i	0.8
CCC(C)(C)c1nnc(NC(=O)c2cccc([N+](=O)[O-])c2)s1	-1.8	73	13.9%	i	51.4	4.7%	-4.8%	0.0%	32.1%	14.8%	i	0.1
CCc1ccccc1NC(=S)N=Nc1c(O)n(C)c2ccc(S(=O)(=O)N3CCOCC3)cc12	0.2	49	-34.2%	i	20.8	5.9%	-3.6%	0.2%	36.6%	26.1%	i	0.1
Cn1cnnc1SCC(=O)Nc1ccccc1F	0.1	66	8.9%	i	16.1	6.3%	-3.6%	-0.1%	1.1%	-47.4%	i	0.8
CCCCC[C@H]1CN(Cc2ccc(OC)cc2)C(=O)[C@@H]1CC(=O)NCc1ccccc1	5.4	98	3.7%	i	20.5	9.0%	-0.2%	0.0%	-29.5%[20 µM]	-8.9%	i	3.0
Cc1[nH]n(-c2ccc([N+](=O)[O-])cc2)c(=O)c1C=NCCN1CCN(C(=O)c2ccccc2)CC1	-0.4	92	-7.3%	i	33.8	4.1%	1.8%	-0.1%	-5.6%	-35.3%	i	0.4
CC1CN(C(=S)c2cccc([N+](=O)[O-])c2)CC(C)O1 (configuration not stated)	0.8	45	-1.9%	i	34.1	2.7%	-1.9%	-0.2%	0.3%	-26.2%	i	0.5
CCS(=O)(=O)N1CCC(C(=O)NCc2ccccc2OC)CC1	-0.1	45	14.4%	i	12.7	28.4%	0.4%	-0.1%	22.0%	4.1%	+	5.3*
COc1ccc(N(CC(=O)N2CCN(Cc3ccccc3)CC2)S(=O)(=O)c2ccccc2)cc1	2.3	59	4.5%	i	3.9	6.6%	0.9%	0.0%	-15.4%	-14.3%	i	0.8
CCOc1cc(NS(=O)(=O)c2ccc(NC(C)=O)cc2)c(OCC)cc1NC(=O)c1cccs1	1.2	44	-4.2%	i	46.3	1.5%	1.9%	0.1%	1.5%	-33.5%	i	0.5
O=C(COc1cc(F)ccc1[N+](=O)[O-])NCCCc1ccccc1	4.6	57	-1.9%	i	53.7	-14.6%	5.1%	-0.1%	-29.9%	-9.8%	i	0.2
COc1cc(/C=N/O)ccc1OCc1ccc(C(=O)O)cc1	-6.6	74	-124.9%	i	58.1	2.2%	-0.4%	1.2%	-11.8%	100.0%*	i	0.1
Cc1ccc(S(=O)(=O)c2cc(C#N)c(=O)[nH]c2N)cc1	-2.3	76	1.8%	i	45.2	19.8%	0.1%	0.6%	-6.7%	6.9%	i	0.6
Cn1nc(C(F)(F)F)c(C#N)c1N1CCN(c2ccccc2F)CC1	4.2	47	-5.8%	i	5.1	-12.6%	1.0%	-0.2%	14.9%	3.5%	i	0.5
COc1cc2nc(C3CCC3)n(NC(=O)c3ccco3)c(=O)c2cc1OC	1.5	51	0.7%	i	58.7	15.2%	.	0.1%	-12.4%[20 µM]	-2.4%	i	0.1
O=C(CCN1C(=O)[C@H]2CC=CC[C@H]2C1=O)NCc1nc(-c2ccccc2)no1	-0.5	62	8.6%	i	10.5	-3.9%	0.0%	-0.1%	-17.3%	7.5%	?	.
CCN(CC)C(=O)C1CCCN(c2ccc([N+](=O)[O-])cc2[N+](=O)[O-])C1 (configuration not stated)	1.4	54	-3.5%	i	37.4	-2.4%	3.0%	0.0%	-4.2%[20 µM]	-38.5%	i	0.1
Cc1ccc(Cl)c(OCC(=O)Nc2ccccc2C(=O)NC2CC2)c1	1.6	74	8.1%	i	7.1	11.7%	-1.0%	0.2%	19.5%	-27.6%	i	2.7
OCCN1CCN(CC(O)COCCOc2ccc(Br)cc2)CC1 (configuration not stated)	1.4	69	-11.1%	i	36.9	6.2%	8.1%	-0.3%	-28.7%	62.2%*	i	0.3
CCN1CCN(C(=O)c2cc(=O)c3cc(C)ccc3o2)CC1	0.4	40	-9.4%	i	33.2	0.8%	2.6%	-0.2%	7.0%	-29.5%	i	2.1
O=C(Nc1nc2ccc(F)cc2s1)C1CCN(S(=O)(=O)c2cc([N+](=O)[O-])ccc2Cl)CC1	5.1	56	19.0%	i	47.2	1.0%	1.2%	0.2%	17.7%	19.3%	i	3.2
Nc1nc(SCC(=O)Nc2ccccc2)[nH]c(=O)c1-c1ccccc1	2.2	85	14.9%	i	31.0	5.9%	-8.1%	-0.1%	24.7%	-18.9%	i	1.9
O=C1c2cccc([N+](=O)[O-])c2C(=O)N1c1c[nH]c(=O)[nH]c1=O	3.2	65	-17.2%	i	16.4	3.5%	2.3%	0.5%	-47.8%	-25.8%	i	0.3
Cc1ccc(/C=N/N(C)C2=NS(=O)(=O)c3ccccc32)o1	1.2	61	15.0%	i	51.6	-1.2%	-2.7%	0.1%	-3.5%	-20.1%	.	.
O=C(COC(=O)c1cccnc1)Nc1cccc2ccccc12	-0.2	39	3.7%	i	32.5	-4.6%	-0.2%	-0.1%	3.9%	-26.3%	i	0.4
CC1(OC(=O)CCc2ccccc2)C(=O)C=C2C=C(c3ccc(C#N)cc3)N(c3ccccc3)C=C2C1=O (configuration not stated)	-2.6	103	-13.6%	i	27.5	9.9%	-0.2%	-0.1%	-0.3%	-13.4%	i	1.4
COc1ccc(Cc2[nH]n3c(=O)cc(C)nc3c2-c2ccccc2)cc1	1.7	42	33.0%	i	41.2	-7.7%	-3.7%	-0.1%	-27.9%[20 µM]	-8.7%	i	0.5
CC1Nc2ccc(C(=O)NC3CCCCC3)cc2NC1=O (configuration not stated)	1.1	37	-3.3%	i	49.6	11.5%	-1.9%	-0.1%	-3.0%	-13.0%	+	3.0*
N#Cc1nc(-c2ccco2)oc1N1CCOCC1	-0.6	43	0.7%	i	15.8	1.5%	-0.3%	-0.2%	1.2%	8.3%	i	5.8
c1ccc(N2CCN(c3ccccc3)C2c2cccnc2)cc1	5.8	74	-3.0%	i	4.2	-3.5%	-5.8%	-0.1%	22.4%	-17.0%	i	0.2
COc1ccccc1C(=O)NC(CCSC)C(=O)NNC(=O)c1csc(N2CCOCC2)n1 (configuration not stated)	2.4	57	6.5%	i	27.1	8.2%	-4.4%	-0.1%	3.8%	-14.2%	i	1.1
CC(=O)c1n[nH]nc1NC(=O)c1ccccc1	-0.9	48	1.7%	i	39.1	3.7%	-2.3%	-0.1%	4.5%	2.1%	.	.
CCc1cccc(C)c1NC(=S)N1CCCCC1c1cccnc1 (configuration not stated)	0.0	55	2.7%	i	10.4	1.0%	-1.5%	0.7%	34.4%	-5.2%	i	0.5
CCOc1ccc(-n2nnc3c(=O)n(CC(=O)Nc4cc(C)on4)cnc32)cc1	1.7	58	6.9%	i	42.7	-6.8%	4.8%	0.1%	-1.2%	6.7%	i	0.3

Given with each value named: three of the compounds above
> N#Cc1nc(-c2ccco2)oc1N1CCOCC1
  NTR1 ag: -0.6
  NTR1 ag cell count 20 µM: 43
  HEK293 NOD2/NF-kB: 0.7%
  T cell HTS: i
  T cell HTS vesicle-bound %: 15.8
  GPR55 LPI antagonism: 1.5%
  KOR beta-arrestin-1: -0.3%
  GPR55 activation: -0.2%
  KOR beta-arrestin-2: 1.2%
  NOD1 NF-kB reporter: 8.3%
  Myeloid diff MLP: i
  Myeloid diff MLP GFP+ MAC1+ %: 5.8

> c1ccc(N2CCN(c3ccccc3)C2c2cccnc2)cc1
  NTR1 ag: 5.8
  NTR1 ag cell count 20 µM: 74
  HEK293 NOD2/NF-kB: -3.0%
  T cell HTS: i
  T cell HTS vesicle-bound %: 4.2
  GPR55 LPI antagonism: -3.5%
  KOR beta-arrestin-1: -5.8%
  GPR55 activation: -0.1%
  KOR beta-arrestin-2: 22.4%
  NOD1 NF-kB reporter: -17.0%
  Myeloid diff MLP: i
  Myeloid diff MLP GFP+ MAC1+ %: 0.2

> COc1ccccc1C(=O)NC(CCSC)C(=O)NNC(=O)c1csc(N2CCOCC2)n1 (configuration not stated)
  NTR1 ag: 2.4
  NTR1 ag cell count 20 µM: 57
  HEK293 NOD2/NF-kB: 6.5%
  T cell HTS: i
  T cell HTS vesicle-bound %: 27.1
  GPR55 LPI antagonism: 8.2%
  KOR beta-arrestin-1: -4.4%
  GPR55 activation: -0.1%
  KOR beta-arrestin-2: 3.8%
  NOD1 NF-kB reporter: -14.2%
  Myeloid diff MLP: i
  Myeloid diff MLP GFP+ MAC1+ %: 1.1
